Assay outcomes: PubChem BioAssay, several laboratories
CD11b adhes inh – inhibitors of human CD11b/CD18 binding to fibrinogen; K562 CD11b/CD18 adhesion to fibrinogen, ATPlite luminescence; Mn2+ added to activate the integrin; inhibition, % at 10 µM; hit rate 0.54% among 93,000;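 active = primary inhibition of 50% or more at 10 µM, then 40% or more on retest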; note: some results filed as inactive read as strong as hits
Target sequence (P05107 whole entry, looked up, other chains not shown): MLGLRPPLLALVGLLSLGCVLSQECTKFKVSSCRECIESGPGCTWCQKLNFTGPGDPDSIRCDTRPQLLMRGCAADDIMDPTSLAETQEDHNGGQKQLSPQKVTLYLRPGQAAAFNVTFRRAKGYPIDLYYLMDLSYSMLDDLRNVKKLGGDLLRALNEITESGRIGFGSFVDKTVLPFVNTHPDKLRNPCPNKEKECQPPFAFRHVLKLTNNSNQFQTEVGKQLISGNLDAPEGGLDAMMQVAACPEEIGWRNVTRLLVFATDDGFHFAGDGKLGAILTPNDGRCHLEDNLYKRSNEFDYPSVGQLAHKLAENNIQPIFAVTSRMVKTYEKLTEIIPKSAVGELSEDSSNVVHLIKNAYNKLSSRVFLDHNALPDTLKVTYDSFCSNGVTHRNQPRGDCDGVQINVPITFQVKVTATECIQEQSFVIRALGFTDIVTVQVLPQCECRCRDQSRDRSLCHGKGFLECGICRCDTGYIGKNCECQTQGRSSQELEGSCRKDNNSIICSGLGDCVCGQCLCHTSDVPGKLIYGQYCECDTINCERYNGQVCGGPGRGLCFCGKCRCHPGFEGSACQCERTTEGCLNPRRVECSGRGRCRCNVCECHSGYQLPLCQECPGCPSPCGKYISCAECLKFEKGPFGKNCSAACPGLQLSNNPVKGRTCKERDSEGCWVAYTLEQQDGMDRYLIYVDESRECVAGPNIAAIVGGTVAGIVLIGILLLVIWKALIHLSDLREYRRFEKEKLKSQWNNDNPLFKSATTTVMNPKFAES
ERb SRC1 inh – blocks coactivator binding to human estrogen receptor beta. hit rate 1.3% among 86,000. Q92731. TR-FRET ER-beta LBD / SRC1-Cy5 peptide binding; receptor agonist-loaded with 1 µM estradiol. inhibition, % at 25.6 µM;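 active = compounds whose percent inhibition of the receptor-coactivator binding signal exceeds about 50% in the single-dose screen, limit read from the data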;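 note: 0% = receptor plus peptide wells without compound and 100% = peptide-only wells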
MT1-MMP txn act – MT1-MMP promoter transcription activation; HT1080 MT1-MMP promoter luciferase reporter, luminescence, overnight; hits give high values; hit rate 0.16% among 86,000; activation factor at 10 µM; AID 750;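 active = activation factor of at least 2 for MT1-MMP transcription at 10 µM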
ERa SRC1 pot – enhances coactivator binding to human estrogen receptor alpha; TR-FRET ERalpha-LBD/SRC-Cy5 coactivator binding, 2 h; 100 = basal binding, no effect; P03372; coactivator binding (% of control), % at 25.6 µM; hit rate 1.3% among 86,000; in the data active = activity above about 200%;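 note: binding measured in presence of low estradiol as agonist stimulus; 0% = peptide alone without receptor and 100% = receptor with peptide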
PLAP activator – activates human placental alkaline phosphatase; purified PLAP enzyme, luminescent substrate read-out; hits give high values; activation fold at 20 µM; hit rate 1.2% among 96,000; AID 696; in the data active = activation fold above about 2
Mac1 fbg enh – CD11b/CD18-fibrinogen binding enhancement; P05107+P11215; K562 CD11b/CD18 adhesion to fibrinogen, ATPlite luminescence; activation, % at 10 µM; hit rate 0.07% among 93,000; AID 1499;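 active = 10 µM primary screen giving 50% or more activity, confirmed by 40% or more on retest at that dose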; note: strong numbers were not always called active; reference of the scale not given here
E coli WT exp – E. coli BW25113 growth inhibition, expanded screen | OD600 absorbance | growth inhibition, % at 100 µM | hit rate 0.15% among 98,000 | AID 710;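 active = growth inhibition above about 50% at one test dose, limit read from the data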;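 note: growth measured after 20 h incubation at 37 °C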
FAK inh – FAK (human) kinase inhibition | Q05397 | biochemical FAK kinase activity assay | inhibition, %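 (tested at 7 µM)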 | hit rate 0.84% among 97,000 | AID 727; in the data active = inhibition above about 19%;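 note: 0% = DMSO and 100% = reference compound high control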
ERa SRC1 inh – blocks coactivator binding to human estrogen receptor alpha. hit rate 1.7% among 86,000. inhibition, % at 25.6 µM. TR-FRET ER-alpha LBD / SRC-1 peptide, estradiol-bound. AID 629; in the data active = inhibition above about 50%;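 note: 0% = receptor plus peptide control and 100% = peptide only without receptor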
* = called active by the depositor; x = not tested or not shown; [ ] = dose if it differs, or a comment. No enrichment for hits, and some 5.1% of all compounds hit somewhere here.

canonical_smiles	CD11b adhes inh	ERb SRC1 inh	MT1-MMP txn act	ERa SRC1 pot	PLAP activator	Mac1 fbg enh	E coli WT exp	FAK inh	ERa SRC1 inh
Cc1cccn2c(=O)c3cc(C(N)=S)c(=N)n(CCCOC(C)C)c3nc12	-11	30	1.1	71[fluorescence artefact?]	1.3	6	6	4	48
O=C(COC(=O)c1cccnc1Nc1cccc(C(F)(F)F)c1)NCCN1C(=O)CSC1=O	7	-9	1.1	116	1.9	-3	1	5	-4
CCc1ccc(Nc2nnc(SCn3nnc4ccccc4c3=O)s2)cc1	5	-17	1	94	1.1	-1	-11	0	-4
Cc1c(C(=O)OCC(C)C)[nH]c2c1C(=O)CC(c1cccs1)C2 (stereo unspecified)	10	1	0.5	103	0.9	2	-5	4	-1[fluorescence artefact?]
CCn1c2ccccc2c2cc(NC(=O)C(C)C)ccc21	x	3	1	88	1.1	x	-1	9	7[fluorescence artefact?]
COc1ccc(N2CCCn3c2nc2c3c(=O)n(Cc3ccccc3F)c(=O)n2C)cc1	-13	-18	1.1	93	1.1	0	x	x	-16
COC(=O)[C@@H]1[C@@H](C#N)C2(c3ccccc3-c3ccccc32)N(c2ccc(Cl)cc2)N1C#N	x	-1	1.5	70	x	x	x	0	-2
COc1ccc(-c2csc(N3CCOCC3)n2)cc1OC	-5	-14	1.6	103	1.5	1	-2	2	-5
C=C(C)Cn1c(SCCN2CCOCC2)nc2c1c(=O)[nH]c(=O)n2C	x	-4	1.2	98	x	x	x	0	0
CC(=O)Nc1ccc(NC(=O)C(F)(F)F)cc1	x	-9	1.2	90	x	x	x	-7	-7

Given as labelled records: entries from further up.
Cc1cccn2c(=O)c3cc(C(N)=S)c(=N)n(CCCOC(C)C)c3nc12
- CD11b adhes inh = -11
- ERb SRC1 inh = 30
- MT1-MMP txn act = 1.1
- ERa SRC1 pot = 71[fluorescence artefact?]
- PLAP activator = 1.3
- Mac1 fbg enh = 6
- E coli WT exp = 6
- FAK inh = 4
- ERa SRC1 inh = 48

O=C(COC(=O)c1cccnc1Nc1cccc(C(F)(F)F)c1)NCCN1C(=O)CSC1=O
- CD11b adhes inh = 7
- ERb SRC1 inh = -9
- MT1-MMP txn act = 1.1
- ERa SRC1 pot = 116
- PLAP activator = 1.9
- Mac1 fbg enh = -3
- E coli WT exp = 1
- FAK inh = 5
- ERa SRC1 inh = -4

The results go on:
canonical_smiles	CD11b adhes inh	ERb SRC1 inh	MT1-MMP txn act	ERa SRC1 pot	PLAP activator	Mac1 fbg enh	E coli WT exp	FAK inh	ERa SRC1 inh
CC(=O)Nc1nc(CCC(C)C)cc2c1c(=O)oc1ccccc12	-22	23[fluorescence artefact?]	1	105	1	1	-7	3	18[fluorescence artefact?]
COc1ccc(Cn2c(-c3ccco3)nc3oc4ccccc4c(=O)c3c2=O)cc1	-4	27[fluorescence artefact?]	1	145	0.8	20	-21	0	45
Cc1ccc(/C=N/c2sc3c(c2C#N)CCCCC3)o1	87	8	1.8	103[fluorescence artefact?]	0.9	-8	10	6	6[fluorescence artefact?]
CCC1Oc2ccccc2N(CC(=O)NCCCN2CCOCC2)C1=O (stereo unspecified)	x	-7	1	121	x	x	x	-1	-10
O=C(O)CSCCCC(=O)Nc1ccc(Br)cc1	-14	0	1.1	89	0.9	-5	-11	0	3
O=C(N/N=C\c1ccc(Sc2ccccn2)o1)c1cccc(Br)c1	10	x	x	x	1.6	2	-7	0	x
c1ccc(-c2noc(C34CC5CC(CC(C5)C3)C4)n2)nc1	-2	0	1.4	81[fluorescence artefact?]	1.1	0	12	1	-2
Cc1nc(-c2cccc(NC(=O)c3cccs3)c2)cs1	x	-24	1.3	98	x	x	x	2	-27
Cc1ccccc1NC(=O)N1C2CCC1CC(O)(c1cccnc1)C2 (stereo unspecified)	x	-1	1.1	103	1	x	4	-2	-1
CCn1c(SCc2nc3ccccc3s2)nnc1-c1ccccc1	3	-8	1.5	92	1.2	-4	2	-1	5
c1cc2c3c(cccc3c1)C(N1CCCCCC1)=N2	-2	0[fluorescence artefact?]	1.3	99[fluorescence artefact?]	1	0	4	0	-17[fluorescence artefact?]
COc1nc(Nc2ccc(-c3nc4ccccc4o3)cc2)nc(N2CCOCC2)n1	x	-8	1.1	73[fluorescence artefact?]	x	x	x	9	62*[fluorescence artefact?]
Cn1c(=O)c2c(nc(NCCO)n2C)n(C)c1=O	-6	0[fluorescence artefact?]	x	97	0.9	-3	3	-1	-32
COc1ccc(C(=O)Nc2ccc(NC(=O)c3ccco3)c(Cl)c2)cc1OC	0	21	0.8	153	1	-3	1	2	22
Cc1cccc(C)c1NC(=O)CCS(=O)(=O)c1cccc2nsnc12	2	6	1	83[fluorescence artefact?]	0.9	-4	-2	-3	4
Cn1c(=O)c(=O)n(C)c2cc(S(=O)(=O)N3CCc4ccccc43)ccc21	-7	1	1.3	148[fluorescence artefact?]	0.8	1	3	0	-4
CCCCn1nnnc1SCC(=O)N1CCN(C(=O)c2ccco2)CC1	-10	x	1	x	1.1	-1	5	0	x
CCc1ccc(-c2nc(CN3CCCC(C(=O)O)C3)c(C)o2)cc1 (stereo unspecified)	-18	2	1.2	102	1.3	-1	9	-7	0
Cc1noc(C)c1CSc1nnc2n(-c3ccccc3)c(=O)c3ccccc3n12	x	11	1	88	x	x	x	x	5
CN(c1ccccc1)C(c1ccc(F)cc1)c1nnnn1CC1CCCO1 (stereo unspecified)	-23	10[fluorescence artefact?]	1	96	1.1	1	-1	2	-2
O=C(CN1C(=O)NC2(CCCCCC2)C1=O)N1CCN(S(=O)(=O)c2ccc(Cl)cc2)CC1	x	-12	1.1	96	1.4	x	-4	-9	-8
CC(=O)CC1(O)C(=O)N(CN2CCN(c3ccccc3)CC2)c2ccccc21 (stereo unspecified)	8	1	1.1	125	1	-4	0	-2	-7
O=C(NC1CCCCCC1)C1c2ccccc2C(=O)N1Cc1ccco1 (stereo unspecified)	-3	-9	1.1	92	0.9	0	-4	-5	1
CCN(CC)CC(=O)Nc1ccc2c(c1)N(C(=O)CN(CC)CC)c1ccccc1CC2	-7	2	1.3	105	1.8	-3	-5	2	-1
COc1cccc(-c2nn(C)c3sc(C(=O)NCc4ccco4)cc23)c1	-15	2	1.1	104	1.1	3	-11	x	9[fluorescence artefact?]
COc1ccc(OC)c(-c2cc(C(=O)Nc3c(C)nn(Cc4ccccc4)c3C)no2)c1	7	-6	1	97	1	10	-2	8	-2
COc1ccc(C(O)c2nc3ccccc3n2C)cc1OC (stereo unspecified)	39	-2	1.2	127	1	-6	-10	x	0
O=C(CSc1nc2ccc(NC(=O)CSc3nnnn3Cc3ccccc3)cc2s1)Nc1ccccc1	x	23	1.3	116	x	x	x	2	41
O=C(Nc1nc2c(s1)CCCC2)c1ccc(Br)s1	43	-6	1.5	107[fluorescence artefact?]	0.8	-6	-8	x	-8
N/C(Cc1ccc([N+](=O)[O-])cc1)=N\OC(=O)COc1cccc2ccccc12	3	x	x	x	0.9	3	16	5	x
O=c1c[n+]([O-])c2ccccc2n1OCc1c(F)cccc1F	x	-1	0.9	114	x	x	-6	-2	-5
COc1ccc(C(=O)NCC(=O)OCC(=O)N2CC(C)CC(C)C2)cc1 (stereo unspecified)	-30	-20	1.2	115	1.1	1	-6	0	-1
COc1ccc(C(=O)NC(=S)NCCO)cc1Br	4	x	x	x	1.1	1	-3	2	x
Cc1ccccc1Cn1ccc(-c2ccc(Cl)cc2)c(C#N)c1=O	2	x	x	x	0.7	21	-8	11	x
COc1ccc(S(=O)(=O)Nc2ccc(C)cc2)cc1OC	-24	-13	1.1	137	1.1	7	3	-1	-33
O=C1NCCCC1C(=O)NCCNC(=O)C(F)(F)F (stereo unspecified)	-3	0[fluorescence artefact?]	1.2	134	1.1	-3	-3	-1	3[fluorescence artefact?]
CCN(CC)CCNC(=O)C1c2ccccc2C(=O)N(C)C1c1cn(C)c2ccccc12 (stereo unspecified)	-2	-6[fluorescence artefact?]	x	124	1.4	-3	5	0	-3
CC1(C)Cc2c(C#N)c(N3CCOCC3)nc(Cc3ccccc3)c2CO1	-1	5[fluorescence artefact?]	0.9	111	1.5	-5	-2	12	10[fluorescence artefact?]
O=C1OCCC1Sc1nc2ccccc2[nH]1 (stereo unspecified)	6	15	1.1	60	0.9	-1	-1	x	16[fluorescence artefact?]
CCOc1ccc(N(CC(=O)NC2CCCCC2)C(=O)CSc2nnc(COc3ccccc3)o2)cc1	x	-2	1.3	114	x	x	x	2	2
COc1cc2c(cc1OC)C(=S)NC(C)(C)C2	0	-1	1.1	84[fluorescence artefact?]	0.8	-2	6	1	-11
CCOC(=O)CSC1=C(C#N)C(c2ccco2)C(C(=O)OCc2ccccc2)=C(C)N1 (stereo unspecified)	34	-19	1.1	108	1.2	11	-22	3	-17
O=C(NCc1ccccc1Cl)C1CCN(S(=O)(=O)N2CCCCC2)CC1	-2	-6	1.2	109	0.9	-5	-8	1	2
CCOC(=O)Cc1csc(NC(=O)CCc2ccc(S(=O)(=O)N3CCOCC3)cc2)n1	12	-11	1.1	142[fluorescence artefact?]	1.4	-2	-5	13	-9
Cc1[nH]n2c(=O)cc(C(C)C)nc2c1-c1ccccc1	-6	-4[fluorescence artefact?]	1.2	114	1.3	2	-7	10	7[fluorescence artefact?]
O=C(NC12CC3CC(CC(C3)C1)C2)c1ccc(-c2ccccc2Cl)o1	-8	x	x	x	1	-2	-18	2	x
Cc1noc(NS(=O)(=O)c2ccc(NC(=O)c3cnc4n(c3=O)CCS4)cc2)c1C	x	-17	1.2	94	x	x	x	-2	-21
COc1ccc(C(=O)Nc2ccc(S(=O)(=O)Nc3onc(C)c3C)cc2)cc1	5	-3[fluorescence artefact?]	1	96	1.1	0	-6	-5	-3
COc1ccc(OC)c(C2N(c3ccc(Cl)cc3)C(=O)C3CCCN32)c1 (stereo unspecified)	3	3	1.4	116	1.5	0	6	2	0
COc1cccc(-n2c(SCC(=O)Nc3cc(C)on3)nc3ccccc3c2=O)c1	-2	5	1.2	116	1	-2	5	-2	1
CN(C)c1ccc(/C=N/NC(=O)CN(c2cccc(Cl)c2)S(C)(=O)=O)cc1Br	2	x	x	x	1.1	-2	-14	0	x
COC(=O)c1ccccc1NC(=O)CSc1nnc(-c2ccc(OC)cc2)n1C	x	3	1	108	x	x	x	-1	4
CCCNC(=O)c1cc2c(C(F)(F)F)nn(C)c2s1	26	x	x	x	1	0	6	4	x
